High-throughput results (PubChem BioAssay)
CDK5 p35 inh = blocks human CDK5/p35 kinase activity. hit rate 0.01% among 330,000. Recombinant CDK5/p35, ADP-Glo luminescence, 60 min. inhibition, % at 10 µM. Q00535+Q15078. AID 488839;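 active means highest replicate inhibition of at least 50% and at least 75% of replicates reaching 50%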;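 further: plate controls were DMSO neutral control for no effect and GW8510 at 10 µM for full effect; many of its hits are not listed in these tables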
SUMO Mot1 rescue = SUMOylation pathway inhibition by Mot1-301 growth rescue | S. cerevisiae Mot1-301 growth rescue, ATP luminescence, 38.5C; percent above DMSO median, 100 means doubled | growth rescue, % at 18.8 µM | hit rate 1% among 320,000 | AID 2716;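 active means every valid replicate shows activation above 250% relative to neutral control wells; inactive means the rest, any valid replicate at or below 250%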;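 further: OY570 slx delta 5 strain wells were the positive control but not used for scaling; some compounds called inactive have numbers as strong as hits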
DSG3 Ab inh = human desmoglein-3 autoantibody binding inhibition; P32926; DSG3-coupled beads, scFv-anti-DSG3-GFP binding, flow cytometry; active compounds read low; binding (percent of control), % at 10 µM; hit rate 0.48% among 310,000; AID 588358;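 active means binding more than 3 SD below its plate's average and above zero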;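 further: hits lower antibody fragment binding to DSG3; some compounds called inactive have numbers as strong as hits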
dFosB act = mouse delta FosB homodimer activation; hit rate 0.99% among 340,000; AID 493131; activation, % at 25 µM; purified delta FosB, TAMRA-CDK5 oligo fluorescence polarization; percent of positive-control signal above neutral wells; P13346;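 active means mean activation above about 17%, with every replicate also reaching it, limit read from the data, passing the limit was not always enough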;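 further: fluorescence polarization rise as delta FosB binds a TAMRA Cdk5 AP-1 oligo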
SR-BI DiI inh = mouse SR-BI HDL lipid transfer inhibition; hit rate 0.96% among 320,000; inhibition, % at 12.5 µM; Q61009; ldlA[mSR-BI] CHO cells, DiI-HDL uptake fluorescence, 3 h;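 active means mean replicate inhibition of at least 70% and a set share of replicates each scoring 70 or more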;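 further: 0% = median of neutral control wells and 100% = median of positive control wells; values of inactives mirror those of a sister screen read the other way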
Target sequence (Q61009 whole entry, looked up): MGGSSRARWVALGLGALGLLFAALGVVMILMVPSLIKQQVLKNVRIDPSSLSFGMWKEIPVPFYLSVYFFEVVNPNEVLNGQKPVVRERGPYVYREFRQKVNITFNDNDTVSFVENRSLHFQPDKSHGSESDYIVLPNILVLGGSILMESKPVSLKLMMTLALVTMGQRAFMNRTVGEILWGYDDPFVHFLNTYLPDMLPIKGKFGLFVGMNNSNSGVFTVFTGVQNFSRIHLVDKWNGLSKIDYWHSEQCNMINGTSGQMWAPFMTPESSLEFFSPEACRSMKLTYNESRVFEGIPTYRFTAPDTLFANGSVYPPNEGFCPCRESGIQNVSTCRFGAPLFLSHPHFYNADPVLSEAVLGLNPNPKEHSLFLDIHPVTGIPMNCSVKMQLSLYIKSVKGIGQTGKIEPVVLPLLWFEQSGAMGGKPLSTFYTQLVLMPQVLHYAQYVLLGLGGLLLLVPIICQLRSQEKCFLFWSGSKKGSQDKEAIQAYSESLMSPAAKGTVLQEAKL
NSD2 HMT inh = NSD2 (human) methyltransferase inhibition; NSD2 peptide methylation, AlphaScreen, 120 min; AID 743445; hit rate 0.54% among 310,000; inhibition, % at 12.5 µM; in the data active means inhibition above about 50%
PKA-R1A act = activates the PKA-R1A holoenzyme complex; hit rate 0.083% among 340,000; activation, % at 11.4 µM; AID 504707; P00514+P68181; PKA-R1A dissociation, Cy5-IP20 fluorescence polarization; scaled: DMSO 0%, 113 µM cGMP 100%;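 active means percent activation above the mean of all tested compounds plus 3 SD, cut at about 19% in these data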;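 further: higher means more PKAc released from R1A so a rise in polarization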
Arrestin-AP2 inh = human beta-arrestin and AP2 interaction inhibition; FITC-arrestin peptide / GST-AP2 beads, flow cytometry; AP2 beta2 appendage carries R879A mutation; inhibition, % at 10 µM; hit rate 0.31% among 340,000; AID 504490;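 active means inhibition above a set limit, near 3 SD of compounds lacking own fluorescence, cut at about 54% in these data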;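 further: plate controls were DMSO wells for no effect and 5 µM unlabelled arrestin peptide for full effect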
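System: GST-tagged AP2 beta2-adaptin appendage (R879A) on 4 µm glutathione beads / Reagent: FITC-arrestin peptide, 50 nM / Detection: HyperCyt-sampled flow cytometry, FL1 channel, ex 488/em 535 nm / Timing: 12 min plus 1 h, RT / Buffer or medium: PBS plus Tween 20 (0.05%) and BSA (0.1%)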
SR-BI uptake up = SR-BI HDL lipid transfer activation; activation, % at 12.5 µM; hit rate 0.096% among 320,000; CHO ldlA[mSR-BI] cells, DiI-HDL uptake fluorescence, 3 h; 100 = double the neutral-control signal;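 active means mean replicate activation of at least 60% and every replicate at or above 60%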;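 further: 0% = median plate neutral-control signal and 100% = twice that signal; values of inactives mirror those of a sister screen read the other way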
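Test system: SR-BI-overexpressing, LDLR-lacking CHO cells; Also added: labelled HDL, 10 µg/mL; Measured by: bottom-read cell fluorescence after medium removal, ex 550/em 595 nm; Timing: 3 h uptake period with compound, 37 °C; Buffer or medium: F12, 0.5% BSA, 25 mM HEPES; Doses: single compound concentration, delivered by pin transfer.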
MITF TRPM1 HTS = increases MITF-driven TRPM1 promoter luciferase signal | activation, % at 12.5 µM | SK-MEL-5 TRPM1-promoter luciferase, 24 h; % of positive control, neutral wells = 0 | hit rate 0.75% among 300,000;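 active means mean activation of at least 80% with every replicate also reaching 80%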;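 further: 0% = neutral control wells and 100% = parthenolide positive control wells; values of inactives mirror those of a sister screen read the other way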
PKA-R2B activ = activators of human PKA-R2B complex | PKA-R2B holoenzyme dissociation, Cy5-IP20 fluorescence polarization; R2B truncated from residue 108, S112A mutant; 0% DMSO only, 100% 113 µM cGMP | activation, % at 11.4 µM | P22694+P31323 | hit rate 0.079% among 340,000;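 active means activation above a cutoff set at the mean over all compounds plus 3 SD, cut at about 18% in these data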;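 further: higher means more holoenzyme dissociation and a rise in polarization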
Target sequence (P31323 whole entry, looked up, other chains not shown, the tested form may be a part): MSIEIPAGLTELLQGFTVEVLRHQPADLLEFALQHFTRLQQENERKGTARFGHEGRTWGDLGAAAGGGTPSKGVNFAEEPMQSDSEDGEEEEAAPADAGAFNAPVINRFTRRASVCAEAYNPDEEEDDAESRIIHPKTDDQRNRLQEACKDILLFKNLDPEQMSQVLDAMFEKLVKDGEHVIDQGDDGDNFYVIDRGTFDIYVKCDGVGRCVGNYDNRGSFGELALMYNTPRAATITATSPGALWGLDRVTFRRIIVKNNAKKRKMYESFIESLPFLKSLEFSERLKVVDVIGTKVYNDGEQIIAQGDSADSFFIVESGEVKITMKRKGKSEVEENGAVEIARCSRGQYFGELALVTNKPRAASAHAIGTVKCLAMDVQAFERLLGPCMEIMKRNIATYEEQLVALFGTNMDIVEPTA
Numbers without * were called inactive; x = not tested or not shown.

mol	CDK5 p35 inh	SUMO Mot1 rescue	DSG3 Ab inh	dFosB act	SR-BI DiI inh	NSD2 HMT inh	PKA-R1A act	Arrestin-AP2 inh	SR-BI uptake up	MITF TRPM1 HTS	PKA-R2B activ
CCN1CCN(S(=O)(=O)c2ccc(OC)c(NC(=O)c3ccccc3)c2)CC1	-3.7	1.0	x	-20.2	-2.3	-3.8	0.6	3.0	2.3	-6.6	-0.4
COc1ccc(-c2cc(C(F)(F)F)n3nc(C(=O)N(C)Cc4ccccc4)cc3n2)cc1OC	-1.6	-26.2	87.8	-20.6	x	-4.9	-1.1	14.3	x	21.4	-3.6
O=C(NC1CCCCCC1)C1c2ccccc2C(=O)N1C1CC1 (centres undefined)	-0.1	-10.2	95.6	0.5	-13.7	10.3	-11.6	-2.3	13.7	-5.3	-3.4
O=C(Nn1c(=O)[nH]c2ccccc2c1=O)c1ccco1	3.5	70.4	97.8	-1.0	17.6	4.2	3.2	-4.4	-17.6	x	-4.9
CC(C)[C@H](NC(=O)Nc1ccc(S(N)(=O)=O)cc1)C(=O)O	1.7	-8.6	96.0	2.4	-7.5	-0.2	7.6	4.4	7.5	2.3	-10.4
O=C(NC1CCCCC1)c1cc(-c2ccc(Cl)cc2)on1	-1.6	0.4	99.6	-1.5	-19.7	1.0	-7.6	25.4	19.7	67.4	2.2
N/C(=N\OC(=O)c1ccc2ccccc2c1)c1cccc([N+](=O)[O-])c1	1.4	1.2	103.6	2.3	-20.7	-2.3	3.6	11.9	20.7	54.3	-2.2
CN1C(=O)C(CC#N)(C2(CC#N)C(=O)N(C)c3ccccc32)c2ccccc21 (centres undefined)	0.1	x	106.2	3.9	-20.1	x	-13.7	34.3	20.1	-0.5	-3.2
O=C(O)c1ccc(N2CCCCC2)cc1	0.5	12.3	104.8	-4.9	2.2	0.3	-2.5	3.7	-2.2	x	-10.9
Cc1c(C(=O)NCC2COc3ccccc3O2)oc2ccc(S(=O)(=O)N3CC(C)CC(C)C3)cc12 (centres undefined)	0.1	-2.9	95.7	-2.5	55.3	3.1	-6.9	-4.4	-55.3	-19.4	0.0
O=C(CCNS(=O)(=O)c1ccc(Cl)cc1)N1CCN(c2ncccn2)CC1	0.7	x	98.9	-3.5	4.4	-0.8	3.5	-9.3	-4.4	-2.3	4.3
C#CCOCCOCCOCCNc1nc(N2CCOCC2)nc(N2CCN(C(=O)[C@H](Cc3cc4ccccc4[nH]3)n3cc([C@@H](N)CC(C)C)nn3)CC2)n1	-0.6	-11.6	101.6	3.6	6.6	x	7.0	3.4	-6.6	-5.8	-9.1
CCn1c(Cc2ccc(OC)cc2)nnc1SCC(=O)N1CCN(c2ccccc2)CC1	-4.5	-8.4	x	-1.3	8.2	0.0	-3.7	-2.0	-8.2	x	13.6
CSc1ccc(N=Nc2c(C)[nH]n(C)c2=O)cc1	0.8	-3.2	x	-9.4	3.6	5.5	-1.9	7.2	-3.6	x	-0.9
COc1ccc(C(=O)c2ccccc2O)c(O)c1	1.0	-10.3	103.8	1.0	15.8	x	-14.0	18.4	-15.8	16.8	0.7
CCOC(=O)N1CCN(C(=O)C2CCN(c3nnc(-n4cccc4)s3)CC2)CC1	0.4	-4.3	114.6	-2.0	8.4	x	-12.7	0.8	-8.4	7.2	-2.9
O=C(CSc1nnc(Nc2ccccc2)s1)Nc1cccc(S(=O)(=O)N2CCCCC2)c1	3.1	-5.3	103.2	0.5	29.0	1.8	-8.1	-19.3	-29.0	7.2	-11.7
N#CCC(=O)c1sccc1-n1cccc1	-0.6	x	99.7	-2.2	-4.8	91.9*	0.6	32.6	4.8	-14.1	4.2
CN=C(c1ccccc1)c1c(C)cccc1C	-3.8	-11.1	128.5	6.7	-22.5	0.9	-5.4	4.3	22.5	-2.2	-2.6
O=C(NC(=S)Nc1cccc(O)c1)C1CCCCC1	1.8	29.3	90.9	-7.3	7.5	0.3	-1.7	5.7	-7.5	55.0	-10.1
Cc1cccc(OCC(=O)NCC(C)(C)N2CCOCC2)c1	-3.5	4.3	102.7	-9.3	-4.3	-3.0	2.2	-2.9	4.3	-9.1	4.5
CC(C)(C)NC(=O)C(c1ccsc1)N(CCc1ccccc1)C(=O)Cn1nnc2ccccc21 (centres undefined)	0.5	20.4	98.1	-3.4	5.4	-2.2	-7.2	-11.4	-5.4	-3.9	-6.3
Cc1ccc(C2=NOC(C)(c3nnc(-c4ccncc4)o3)C2)cc1 (centres undefined)	-1.1	-5.9	99.8	1.8	3.5	x	2.2	10.7	-3.5	2.4	-1.0
c1ccc(-c2cn3nc(-c4ccccc4)cnc3n2)cc1	0.6	-4.6	81.8	3.0	-19.1	-0.9	-2.7	9.9	19.1	58.1	1.9
COCCN(Cc1nc(C2(c3ccc(C)cc3)CCCC2)no1)C(C)C	-1.8	-8.7	118.0	-4.3	13.5	23.0	-8.6	0.4	-13.5	-6.8	-0.6
O=C(c1ccccc1[N+](=O)[O-])n1cnc2ccccc21	1.2	-5.7	86.9	0.5	24.5	1.7	-3.4	0.1	-24.5	12.9	2.9
Cc1ccc(Oc2cc(N3CCOCC3)nc(-c3ccccc3)n2)cc1	-0.2	x	106.2	-3.9	-3.4	4.0	-2.2	-9.2	3.4	3.5	-12.4
O=C(CN1CCCCC1)NCC1(c2ccccc2)CCCC1	0.8	5.5	86.5	-10.9	-14.5	-2.0	13.3	4.1	14.5	-7.5	-4.5
O=C1CC(c2cccc([N+](=O)[O-])c2)c2cc3c(cc2N1)CCC3 (centres undefined)	1.0	44.0	95.3	-4.5	13.9	1.2	5.3	5.8	-13.9	-29.8	-7.3
CC1(C)CC(=O)c2cc(C(=O)NNc3ccccc3)c(=O)n(-c3ccccc3)c2C1	-0.2	71.8	93.6	-11.6	0.9	-3.6	1.4	5.9	-0.9	2.6	12.4
Cc1nnc(SCC(=O)Nc2ccc(N3CCOCC3)cc2)o1	2.5	-25.4	x	-3.1	-1.0	-6.5	0.0	-9.2	1.0	0.7	2.7
COc1cccc(NC(=O)Cc2ccc3ccccc3c2)c1	2.2	-9.9	119.7	-3.5	-11.0	0.1	-2.8	-10.6	11.0	x	2.6
CCOc1ccc(Cl)cc1S(=O)(=O)n1nnc2ccccc21	0.2	61.6	99.3	-5.8	-17.2	-3.5	0.5	8.2	17.2	-15.7	-15.1
O=C(COc1ccc(Br)cc1)NNC(=O)Cc1ccc(S(=O)(=O)N2CCOCC2)s1	0.2	x	103.0	-6.2	-9.6	0.9	-4.1	18.5	9.6	-0.2	-2.1
C/C(=N\NC(=O)c1ccc(-n2cnnn2)cc1)c1ccc(C)cc1	-2.7	-0.7	102.6	-1.9	5.2	-0.6	-1.2	-5.0	-5.2	3.4	-4.8
O=C(Nc1ccc(CN2CCOCC2)cc1)c1cc2ccccn2n1	0.1	8.8	108.4	-5.6	33.8	x	-6.2	9.8	-33.8	x	8.7
Cc1cc(SCCC(=O)O)nc2ccccc12	-4.7	117.9	110.9	-0.4	-25.5	-3.3	6.7	2.9	25.5	-11.1	1.7
NC(=O)CC(NC(=O)Cc1ccc(Br)cc1)c1ccc(NCCOc2ccccc2)c([N+](=O)[O-])c1 (centres undefined)	0.3	-1.7	103.9	-9.8	-6.7	x	-4.1	-5.5	6.7	x	-3.4
COc1ccc(CNC(=O)c2cccnc2Sc2ccc(Cl)cc2)cc1	0.0	-8.6	105.3	6.2	-1.1	-1.6	-1.9	-4.3	1.1	1.0	0.3
O=C(C[n+]1cccc(Br)c1)c1ccccc1	-0.4	-4.0	100.3	2.0	-13.0	-1.4	0.9	1.7	13.0	-7.6	2.5

5 of the entries above in order of their number in Arrestin-AP2 inh, high to low.
mol	CDK5 p35 inh	SUMO Mot1 rescue	DSG3 Ab inh	dFosB act	SR-BI DiI inh	NSD2 HMT inh	PKA-R1A act	Arrestin-AP2 inh	SR-BI uptake up	MITF TRPM1 HTS	PKA-R2B activ
COc1ccc(-c2cc(C(F)(F)F)n3nc(C(=O)N(C)Cc4ccccc4)cc3n2)cc1OC	-1.6	-26.2	87.8	-20.6	x	-4.9	-1.1	14.3	x	21.4	-3.6
c1ccc(-c2cn3nc(-c4ccccc4)cnc3n2)cc1	0.6	-4.6	81.8	3.0	-19.1	-0.9	-2.7	9.9	19.1	58.1	1.9
CCN1CCN(S(=O)(=O)c2ccc(OC)c(NC(=O)c3ccccc3)c2)CC1	-3.7	1.0	x	-20.2	-2.3	-3.8	0.6	3.0	2.3	-6.6	-0.4
COCCN(Cc1nc(C2(c3ccc(C)cc3)CCCC2)no1)C(C)C	-1.8	-8.7	118.0	-4.3	13.5	23.0	-8.6	0.4	-13.5	-6.8	-0.6
CC(C)(C)NC(=O)C(c1ccsc1)N(CCc1ccccc1)C(=O)Cn1nnc2ccccc21 (centres undefined)	0.5	20.4	98.1	-3.4	5.4	-2.2	-7.2	-11.4	-5.4	-3.9	-6.3

Additional structures follow.
mol	CDK5 p35 inh	SUMO Mot1 rescue	DSG3 Ab inh	dFosB act	SR-BI DiI inh	NSD2 HMT inh	PKA-R1A act	Arrestin-AP2 inh	SR-BI uptake up	MITF TRPM1 HTS	PKA-R2B activ
CCCN1Cc2cc(OC)ccc2-c2ccccc2S1(=O)=O	0.0	x	112.6	-2.3	11.8	x	-4.9	24.4	-11.8	4.9	-7.7
COCC(=O)N/N=C\c1cccc(OC)c1OC/C=C/c1ccccc1	-4.1	21.9	x	-11.1	39.7	-0.2	-4.4	3.3	-39.7	-7.7	-15.8
COC(=O)CNC(=O)CN1c2cccc3cccc(c23)S1(=O)=O	0.1	526.2	95.3	-7.4	-19.6	-49.7	15.1	0.8	19.6	2.3	4.1
COc1cc(/C=C(\C#N)C(=O)Nc2ccccc2F)ccc1OCCN1CCOCC1	-2.1	-10.7	102.7	-6.9	20.3	-1.5	-11.8	-3.6	-20.3	20.5	7.6
